Screening data (PubChem)
West Nile antiviral – West Nile virus antiviral activity, cell-based, CPE readout (AID 1621) | CPE inhibition, % at 10 µM, or IC50 in µM where a hit was titrated | hit rate 0.02% among 290,000 | West Nile virus-infected cells, CPE inhibition; higher % means a stronger effect; in the data active = a potency from the dose series; also: strong numbers were not always called active
KOR beta-arrestin-1 – kappa opioid receptor activators – cell-based, luminescence, uHTS, primary screen (AID 1777); KOR beta-arrestin recruitment, luminescence; higher % means a stronger effect; hit rate 0.02% among 280,000; one-dose activation, % at 10 µM; EC50 in µM for titrated hits; in the data active = activation above about 50%, passing the limit was not always enough; also: a part of the inactive calls stands beside numbers as strong as those of hits
GPR55 LPI antagonism – inhibition of LPI-stimulated GPR55 beta-arrestin translocation – imaging, U2OS, beta-arrestin-GFP, LPI agonist, primary screen (AID 2013) | hit rate 0.13% among 290,000 | inhibition, % at 10 µM; hits with a dose series show IC50 in µM | U2OS GPR55 beta-arrestin-GFP translocation imaging, LPI antagonism; higher % means a stronger effect;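 active = spots per cell inhibited over 60%, with over 100 cells counted and total cytoplasm intensity under 500,000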;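 also: U2OS cells stably carrying GPR55 and arrestin-GFP stimulated by 5 µM LPI near EC80; imaged beta-arrestin-GFP aggregate spots per cell after agonist stimulation; plate controls were LPI-stimulated DMSO wells for no effect and DMSO wells without LPI for full effect; some results filed as inactive read as strong as hits; confirmed hits need IC50 under 10 µM and bright autofluorescent wells are also inconclusive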
GPR35 antagonists – GPR35 antagonists blocking zaprinast-driven arrestin recruitment, primary screen, imaging, U2OS, beta-arrestin-GFP, zaprinast agonist (AID 2058) | U2OS GPR35 beta-arrestin-GFP translocation imaging, zaprinast antagonism; higher % means a stronger effect | inhibition, % at 10 µM; hits with a dose series show IC50 in µM | hit rate 0.052% among 290,000;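 active = inhibition of at least 50% with at least 30 cells and total cytoplasm GFP at most 10,000,000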
KOR beta-arrestin-2 – KOR antagonists, beta-arrestin recruitment, cell-based, luminescence, uHTS (AID 1778); hit rate 0.091% among 290,000; inhibition, % at 10 µM; hits with a dose series show IC50 in µM; KOR beta-arrestin recruitment, luminescence, antagonist mode; higher % means a stronger effect; in the data active = inhibition above about 50%; also: strong numbers were not always called active
NOD1 inhibition – NOD1 signaling inhibitors, primary screen, cell-based, luminescence, uHTS (AID 1578) | NOD1-driven NF-kB luciferase reporter cells, luminescence; higher % means a stronger effect | one-dose inhibition, % at 4 µM; EC50 in µM for titrated hits | hit rate 1% among 290,000; in the data active = inhibition mostly above about 36%, no sharp cut-off; inactive = mostly below about 34%;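 also: HEK-293T reporter cells stimulated with the NOD1 agonist gamma-tri-DAP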
NS5 inhibitors – flavivirus cap methylation enzyme inhibition – biochemical, confirmation dose response, primary screen (AID 588689) | Dengue-2 NS5 methyltransferase capping enzyme assay, biochemical; higher % means a stronger effect | inhibition, % at 25 µM; hits with a dose series show IC50 in µM | hit rate 0.3% among 340,000; in the data active = a potency from the dose series
GPR55 beta-arrestin – GPR55 agonists via beta-arrestin recruitment, primary screen, imaging, U2OS cells, beta-arrestin-GFP redistribution (AID 1961) | U2OS GPR55 beta-arrestin-GFP redistribution imaging; higher % means a stronger effect | one-dose activation, % at 10 µM; EC50 in µM for titrated hits | hit rate 0.048% among 290,000;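 active = activation above 40% with more than 50 cells counted in the well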;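 also: U2OS osteosarcoma cells stably expressing GPR55 and beta-arrestin-GFP; plate controls were DMSO negative control for no effect and LPI positive control for full effect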
HIV fusion peptide – cell-free HIV fusion peptide-binding blockers – biochemical, uHTS, fluorescence dequenching, primary screen (AID 1986); cell-free peptide binding, fluorescence dequenching, 30 min; higher % means a stronger effect; one-dose inhibition, % at 20 µM; IC50 in µM for titrated hits; hit rate 0.3% among 290,000; in the data active = inhibition mostly above about 52%, no sharp cut-off; inactive = mostly below about 76%; also: some results filed as inactive read as strong as hits
NS5 inhibitors pilot replicate – further read-out of NS5 inhibitors, marked with its call; inhibition, %; measured here: pilot screen replicate inhibition
The depositor's hits bear a star; / = no result given; [ ] = remark or other dose. A portion of the library (hit frequency here may not be typical).

SMILES	West Nile antiviral	KOR beta-arrestin-1	GPR55 LPI antagonism	GPR35 antagonists	KOR beta-arrestin-2	NOD1 inhibition	NS5 inhibitors	GPR55 beta-arrestin	HIV fusion peptide	others
COC(=O)c1[nH]c2c(c1C)C(=O)CC(c1cc(OC)c(OC)c(OC)c1)C2 (stereo unspecified)	-0.3%	0.9%	7%	-12%	5%	10%	-3%	-0.2%	0.0%
CCSc1n[nH]c(=S)s1	0.2%	-3.9%	0%	-15%	12%	-10%	-9%	-0.3%	-3.9%
COc1ccccc1CNC(=O)CCS(=O)(=O)Cc1ccc(C)cc1	-0.5%	0.8%	-12%	19%	-20%	-31%	-7%	0.0%	-1.0%
CNC(=O)c1ccccc1Sc1cccc2cccc(C(=O)O)c12	0.0%	-4.4%	21%	3%	19%	-8%	0%	-0.1%	0.0%
CC1CCCN(C(=O)Cn2cnc3c2c(=O)n(C)c(=O)n3C)C1 (stereo unspecified)	-0.2%	/	-1%	-3%	/	-2%	5%	25%	-2.5%
CCC(C)NC(=S)Nc1ccccc1 (stereo unspecified)	0.3%	-0.5%	-8%	5%	17%	4%	-5%	-0.1%	-0.8%
Cc1ccc(NC(=O)c2ccc(C#CC3(O)CCCCC3)cc2)cc1C	0.1%	16%	9%	16%	-16%	-15%	-3%	0.3%	1.1%
CCc1ccc(S(=O)(=O)Nc2ccccn2)cc1	-0.9%	4.9%	18%	-1%	9%[20 µM]	-4%	-5%	-0.1%	0.1%	NS5 inhibitors pilot replicate=-6.1
Cc1ccc(NC(=S)NCc2ccccn2)cc1	-0.2%	7.4%	3%	13%	-11%	-13%	-8%	0.3%	-1.4%
COc1cc2[nH]c(C(=O)N3CCc4ccccc43)cc2c(OC)c1OC	-0.3%	-4.0%	3%	-3%	-11%	-17%	-2%	-0.2%	-0.1%
CC(=O)c1ccc(NC(=O)C2=CC(c3cccs3)=NS(=O)(=O)N2C)cc1	-0.3%	1.7%	17%	1%	-48%	-8%	-5%	0.7%	0.7%
CN(Cc1ccc(F)cc1)C(=O)CNC(=O)C1CCCCC1	-0.1%	3.0%	-9%	-6%	16%	-5%	-3%	-0.2%	-2.2%
Cc1ccccc1C(=O)NCC(=O)O	-0.8%	-4.7%	12%	-13%	-7%	-28%	1%	-0.4%	0.6%
COc1ccc(-c2cc(C)no2)cc1S(=O)(=O)N1CCN(c2ccccn2)CC1	0.1%	7.0%	-6%	4%	-36%	6%	-5%	0.0%	0.9%
CCN(CC)CCCN(Cc1cc2cc3c(cc2[nH]c1=O)OCO3)C(=S)Nc1ccc(OC)cc1	-0.1%	4.2%	2%	17%	-29%	-34%	0%	0.5%	1.5%
Cc1ccc(C)c(S(=O)(=O)Nc2cc(C)on2)c1	0.5%	7.9%	37%	15%	-16%	27%	-5%	-0.1%	0.0%
Cc1ccc(NC(=O)CCC(=O)NNC(=O)c2ccco2)cc1C	-0.2%	-2.9%	4%	1%	21%	6%	-8%	0.2%	-2.2%
O=C1Nc2ccccc2C(O)(C(=O)NCc2ccc3c(c2)OCO3)N1c1ccccc1 (stereo unspecified)	0.5%	0.1%	1%	2%	-13%	-21%	-6%	0.3%	-0.7%
COc1ccc(NC(=O)COc2ccc(/C=N/NC(=O)c3cccnc3)cc2OC)cc1	0.4%	16%	9%	12%	-21%	6%	-8%	-0.3%	0.8%
O=C(CSC(=S)N1CCOCC1)Nc1ncc2c(n1)CCCC2=O	0.0%	2.9%	4%	3%	-6%	-2%	3%	0.0%	-1.0%
COc1cccc(C(=O)NCCSCc2ccccc2Cl)c1	-1.2%	0.1%	7%	6%	-74%[20 µM]	-2%	-3%	-0.2%	1.4%
CC1(OC(=O)CCc2ccccc2)C(=O)C=C2C=C(c3ccc(C#N)cc3)N(C3CC3)C=C2C1=O (stereo unspecified)	-0.3%	1.4%	3%	-8%	14%	-2%	26%	-0.1%	7.1%
CCCCCCn1nc(C(=O)OCC(=O)c2c(N)n(C)c(=O)n(C)c2=O)c2ccccc2c1=O	-0.7%	8.3%	19%	-25%	-96%	-11%	-7%	-0.3%	-1.5%
O=C(Nc1nccs1)C1CC(=O)N(Cc2ccco2)C1 (stereo unspecified)	-0.1%	0.7%	-2%	2%	-11%	-16%	9%	0.6%	-0.2%
N#Cc1cncc(C#Cc2ccccc2)c1	0.3%	-4.5%	-2%	-3%	26%	-2%	-3%	0.4%	-1.1%
COc1ccc(-c2[nH]ncc2-c2cnc(C)s2)c(O)c1	-0.4%	5.1%	/	5%	33%	23%	-1%	0.2%	0.5%
Cc1ccc(-n2nc3c(N4CCC(C(=O)NCc5ccccc5C)CC4)nnc(C)c3c2C)cc1	0.9%	-4.8%	3%	3%	-5%	-7%	-30%	-0.1%	16%
COc1cccc(-c2nnc(SCC3CNC(=O)O3)n2-c2ccc(Cl)cc2)c1 (stereo unspecified)	-0.7%	1.9%	-1%	-14%	-4%	-22%	2%	-0.2%	2.5%
COc1cccc(C(=O)NC2CCN(CC(=O)Nc3cccc(C)c3C)CC2)c1	-1.4%	/	9%	20%	-4%[20 µM]	23%	0%	0.2%	-2.2%
Cc1cc(C)n(-c2nncn2NC(=O)c2ccc(Cl)cc2O)n1	0.3%	1.9%	4%	1%	-47%	10%	6%	-0.1%	-3.8%
NS(=O)(=O)c1ccc(NC(=O)CSC2=NC(=O)C(c3ccccc3)C(=O)N2)cc1 (stereo unspecified)	0.1%	0.7%	4%	-3%	14%	5%	1%	-0.2%	-1.2%
Cc1ccc2nc(NCc3ccccc3)c(C=NCc3ccccc3)c(=O)n2c1	-1.2%	-0.6%	10%	-3%	-4%	2%	0%	0.1%	0.2%
COc1cc(-c2nc(-c3ccccc3)c(-c3cccs3)[nH]2)cc(OC)c1OC	1.5%	1.3%	-2%	-19%	-4%	-31%	-14%	-0.2%	1.0%
CC1CN(C(=S)Nc2ccc(SC(F)F)cc2)CC(C)O1 (stereo unspecified)	-0.1%	1.8%	16%	12%	-68%	13%	-2%	-0.4%	1.9%
COc1ccc(S(=O)(=O)N2CCOC2CNC(=O)C(=O)NCc2ccccc2Cl)cc1 (stereo unspecified)	-1.2%	-0.2%	7%	10%	10%	-23%	-2%	0.0%	1.7%
C[n+]1nc(Nc2ccccc2)sc1-c1ccc(C(=O)O)cc1	-0.3%	0.5%	2%	-2%	17%	-7%	/	-0.1%	-1.1%
O=C(CC1NCCNC1=O)Nc1cc(Cl)cc(Cl)c1 (stereo unspecified)	-0.4%	-1.7%	3%	3%	14%	-28%	-6%	0.2%	2.4%
N/C(=N\OC(=O)c1ccco1)c1ccc(Br)cc1	-0.1%	-5.1%	5%	20%	-10%	-36%	-5%	1.1%	-0.4%
O=C(Nc1sc2c(c1C(=O)O)CCC2)c1ccco1	-0.1%	-1.3%	87%	-7%	21%	-41%	5%	-0.1%	0.8%
CCCn1nnnc1SCC(=O)NC1CCCC1	0.0%	2.6%	0%	-7%	22%	-38%	-2%	-0.1%	1.3%
Cc1ccc(C(C(=O)NC2CCCC2)N(Cc2ccco2)C(=O)CCC(=O)Nc2ccccn2)cc1 (stereo unspecified)	-0.1%	0.1%	15%	-2%	-1%	-9%	1%	0.3%	2.5%
COc1cc(C(=O)Nc2cc3c(cc2N2CCCCC2)n(C)c(=O)n3C)cc(OC)c1OC	-0.1%	-1.2%	4%	-6%	-6%	-30%	-10%	-0.2%	-1.6%
COc1cc(OC)c(CNC2CCCCCC2)cc1Br	-0.7%	-3.9%	11%	11%	21%	-27%	5%	0.5%	2.9%
COC(=O)C1=C(C)N(C)C(=O)NC1c1cc(Cl)cc(Cl)c1OC (stereo unspecified)	-0.1%	-4.0%	18%	12%	-10%	-12%	1%	0.2%	0.4%
CC(=O)C1=C(O)C(=O)N(c2ccc(S(=O)(=O)Nc3nccs3)cc2)C1c1ccc(F)cc1 (stereo unspecified)	0.5%	-2.3%	22%	-7%	-9%	0%	10%	-0.2%	8.5%
COc1ccc(NC(=O)c2cc3c(=O)n(C)c4ccccc4c3s2)cc1OC	-0.1%	-7.9%	2%	-8%	-4%	-25%	0%	0.6%	-1.8%
COc1cccc(C(C(=O)NC(C)(C)C)N(CC(C)C)C(=O)CCC(=O)Nc2cc(C)on2)c1OC (stereo unspecified)	-1.2%	-1.8%	5%	-2%	-18%[20 µM]	-10%	2%	1.1%	-2.1%
COCCNC(=O)c1ccc(-n2c(SCc3ccncc3)nc3ccccc3c2=O)cc1	-0.2%	6.3%	8%	15%	-12%	-20%	1%	-0.2%	1.1%
CC1=C(C(=O)Nc2ccc(C)cc2C)C(c2cccc(Cl)c2)n2nc(C(=O)OC(C)C)nc2N1 (stereo unspecified)	-1.2%	-2.3%	7%	-4%	28%	-18%	-3%	-0.2%	-1.5%
O=C(CCc1nc2cccnc2n1Cc1ccccc1)N1CCOCC1	-0.5%	2.6%	-13%	10%	-21%	-7%	-3%	-0.2%	12%
CN(C)c1ccc2c3c(cccc13)C(=O)N(c1ccccc1)C2=O	-0.5%	/	16%	11%	-13%[20 µM]	-23%	/	-0.1%	67%
CCN1CCN(c2ccc(S(=O)(=O)N3CCOCC3)cc2NC(=O)COc2ccc(F)cc2Cl)CC1	0.5%	2.9%	10%	-26%	-2%	-33%	-5%	-0.1%	-1.0%
O=S(=O)(NC1CCCCC1)c1cccc(-c2nnc(-c3ccccc3)o2)c1	-0.5%	0.4%	2%	13%	16%	8%	2%	-1.0%	1.4%
Cc1cccc(OCCn2c(=O)n(C)c3ccccc32)c1	-0.1%	-3.4%	-10%	9%	-18%	-17%	-7%	0.4%	-0.1%
COc1ccc(CC(=O)Nc2nc(C)cs2)cc1	-0.5%	-2.3%	-3%	-3%	6%	-26%	4%	-0.2%	3.7%
CN1/C(=C\C(=S)NC(=O)c2cccc(Br)c2)C(C)(C)c2ccccc21	11%	-1.4%	-2%	29%	10%	4%	-16%	-0.2%	9.9%
COc1ccc(Cn2nnnc2C(c2ccc(N(C)C)cc2)N2CCC(C(N)=O)CC2)cc1 (stereo unspecified)	0.1%	-7.2%	16%	10%	-15%[20 µM]	-10%	/	0.0%	-0.1%

A draw from above in order of SMILES length, rising.
SMILES	West Nile antiviral	KOR beta-arrestin-1	GPR55 LPI antagonism	GPR35 antagonists	KOR beta-arrestin-2	NOD1 inhibition	NS5 inhibitors	GPR55 beta-arrestin	HIV fusion peptide	others
Cc1ccccc1C(=O)NCC(=O)O	-0.8%	-4.7%	12%	-13%	-7%	-28%	1%	-0.4%	0.6%
CC1CCCN(C(=O)Cn2cnc3c2c(=O)n(C)c(=O)n3C)C1 (stereo unspecified)	-0.2%	/	-1%	-3%	/	-2%	5%	25%	-2.5%
NS(=O)(=O)c1ccc(NC(=O)CSC2=NC(=O)C(c3ccccc3)C(=O)N2)cc1 (stereo unspecified)	0.1%	0.7%	4%	-3%	14%	5%	1%	-0.2%	-1.2%
